# Compound activity deposited in PubChem BioAssay by Sanford-Burnham Center for Chemical Genomics.
# EBI2 block – antagonists of human EBI2 receptor | P32249 | EBI2 beta-arrestin recruitment, luminescence, 7a,25-OHC stimulated | inhibition, % at 5 µM | 360,000 compounds, 0.81% hits | AID 651636; in the data active = inhibition above about 38%;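 also: enzyme fragment complementation signal reports receptor beta-arrestin coupling in cells; 0% = agonist plus DMSO wells and 100% = wells without agonist; some results beyond the cut were filed as inactive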
# Target sequence (P32249 whole entry, looked up, the tested form may be a part): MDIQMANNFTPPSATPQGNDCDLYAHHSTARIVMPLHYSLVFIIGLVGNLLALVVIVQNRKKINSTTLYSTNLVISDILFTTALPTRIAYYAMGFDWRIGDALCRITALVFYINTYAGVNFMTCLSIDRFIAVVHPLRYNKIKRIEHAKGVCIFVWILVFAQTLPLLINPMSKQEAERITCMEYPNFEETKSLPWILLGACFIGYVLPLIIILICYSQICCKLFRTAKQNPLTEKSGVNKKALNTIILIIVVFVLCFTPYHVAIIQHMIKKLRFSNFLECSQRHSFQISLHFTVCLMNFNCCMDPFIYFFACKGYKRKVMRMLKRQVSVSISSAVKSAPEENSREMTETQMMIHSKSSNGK
# Apaf-1 inh – blocks human Apaf-1 apoptosome activity; O14727; reconstituted apoptosome caspase-3 activity, DEVD-Rh110 fluorescence; inhibition, % at 20 µM; 330,000 compounds, 0.71% hits; AID 489030; active = inhibition of at least 40% at 20 µM;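 also: plate controls were DMSO wells for no effect and DEVD-CHO caspase inhibitor wells for full effect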
#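 Medium: Hepes buffer, pH 7.5 / System: biochemical Apaf-1 apoptosome reconstitution / Measured by: Rh110 fluorescence, excitation 480 nm, emission 540 nm / Times: compound with Apaf-1, dATP, procaspase-3 30 min, then 50 min reaction, room temperature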
# CCR6 antag – blocks CCL20-driven beta-arrestin recruitment at human CCR6; P51684; CHO-K1 CCR6 PathHunter beta-arrestin, luminescence, CCL20-stimulated; inhibition, % at 20 µM; 340,000 compounds, 0.49% hits;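 active = compounds whose inhibition of the agonist-driven luminescence signal at 20 µM reaches about 50%, limit read from the data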;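 also: cells stimulated with CCL20 at 14 nM final; plate controls were DMSO with CCL20 for no effect and DMSO without agonist for full effect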
# UBC13 inh – inhibitors of human UBC13 polyubiquitin chain formation; P61088; TR-FRET; inhibition, % at 20 µM; 330,000 compounds, 0.47% hits; AID 485273; in the data active = inhibition above about 45%, passing the limit was not always enough
# Target sequence (P61088 whole entry, looked up): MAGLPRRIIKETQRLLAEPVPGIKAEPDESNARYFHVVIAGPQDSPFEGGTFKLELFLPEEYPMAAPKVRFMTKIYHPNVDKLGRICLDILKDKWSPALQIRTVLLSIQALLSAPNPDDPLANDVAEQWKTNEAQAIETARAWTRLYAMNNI
# Jurkat NFkB inh – inhibitors of the PMA/ionomycin-induced NF-kB reporter in Jurkat cells; inhibition, % at 4 µM; PMA/ionomycin-induced NF-kB luciferase reporter, luminescence; 330,000 compounds, 0.53% hits; AID 435003
# Gli-Sufu block – antagonists of Gli-Sufu signaling | Sufu-KO-LIGHT fibroblasts, Gli luciferase reporter luminescence | inhibition, % at 5 µM | 340,000 compounds, 0.74% hits | AID 588413;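 active = inhibition above about 55%, limit read from the data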;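 also: 0% = DMSO-treated cells and 100% = wells with medium but no cells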
# 697 NFkB inh – inhibitors of the PMA/ionomycin-induced NF-kB reporter in 697 B cells; 697 B-cell NF-kB luciferase reporter, 16 h; inhibition, % at 4 µM; 330,000 compounds, 0.33% hits; AID 435022; in the data active = inhibition above about 35%
# SENP8 inh – inhibitors of human SENP8 protease | 330,000 compounds, 1.2% hits | Q96LD8 | purified SENP8, Z-RLRGG-aminoluciferin cleavage, luminescence | AID 2540 | inhibition, % at 10 µM
# Target sequence (Q96LD8 whole entry, looked up): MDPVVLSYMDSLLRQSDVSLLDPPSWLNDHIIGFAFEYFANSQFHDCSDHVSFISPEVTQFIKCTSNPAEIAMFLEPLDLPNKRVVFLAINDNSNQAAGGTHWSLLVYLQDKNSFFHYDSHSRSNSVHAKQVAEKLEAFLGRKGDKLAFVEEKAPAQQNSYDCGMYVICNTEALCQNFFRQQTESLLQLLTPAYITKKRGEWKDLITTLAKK
# The depositor's hits bear a star; / = not tested or not shown. Rule as the data show it, unless noted: active = inhibition above about 50%; inactive = the rest. A portion of the library, so the mix of outcomes need not match the whole.
# Preview (10 entries):
1. COC(=O)C1=C(c2cccc(C#N)c2)C[C@@H]2CC[C@H]1N2C(=O)NCc1cc(C)oc1C(F)(F)F
2. COCCNC(=O)c1c(N)n(Cc2ccco2)c2nc3ccccc3nc12
3. CN1CC2([N+](=O)[O-])CC=C(Cl)C([N+](=O)[O-])(C1)C2 (stereo not drawn)
4. COc1ccccc1-n1c(/C=C/c2ccc(O)cc2)nc2ccccc2c1=O
5. CC(C)c1ccc(NC(=O)N2C[C@H]3C[C@@H](C2)c2cccc(=O)n2C3)cc1
6. COC(=O)CC1=C(C(=O)OC)C2(C(=O)Nc3c(C)cccc32)C(C#N)=C(N)O1 (stereo not drawn)
7. O=C(Cc1ccc(Cl)cc1)NCCN1CCN(C(=O)Cc2ccc(Cl)cc2)CC1
8. CCOC(=O)C(O)(c1ccc(N(CC)S(=O)(=O)c2ccc(C)cc2)cc1)C(F)(F)F (stereo not drawn)
9. CN1[C@@H]2CC[C@H]1CC(OC1c3ccccc3CCc3ccccc31)C2 (stereo partly drawn)
10. Cc1ccc(N(C)C(=O)Oc2ccc(C(=O)c3ccc(Cl)cc3)cc2)cc1
Compound	1	2	3	4	5	6	7	8	9	10
Gli-Sufu block	2	6	3	11	1	0	2	-2	32	21
SENP8 inh	-19	0	-6	36	7	1	7	3	2	-7
697 NFkB inh	-1	1	5	-168	10	1	-23	15	-20	15
Apaf-1 inh	21	10	0	18	-10	0	-6	-3	23	17
CCR6 antag	18	8	0	22	8	-15	9	26	8	-2
UBC13 inh	-12	-15	-11	-12	1	1	-4	2	58*	12
Jurkat NFkB inh	-6	24	-7	-191	7	0	2	-12	-3	-6
EBI2 block	-11	8	4	6	-9	-3	-1	10	11	78*

# The whole of this part (from the top)
1. COC(=O)C1=C(c2cccc(C#N)c2)C[C@@H]2CC[C@H]1N2C(=O)NCc1cc(C)oc1C(F)(F)F
2. COCCNC(=O)c1c(N)n(Cc2ccco2)c2nc3ccccc3nc12
3. CN1CC2([N+](=O)[O-])CC=C(Cl)C([N+](=O)[O-])(C1)C2 (stereo not drawn)
4. COc1ccccc1-n1c(/C=C/c2ccc(O)cc2)nc2ccccc2c1=O
5. CC(C)c1ccc(NC(=O)N2C[C@H]3C[C@@H](C2)c2cccc(=O)n2C3)cc1
6. COC(=O)CC1=C(C(=O)OC)C2(C(=O)Nc3c(C)cccc32)C(C#N)=C(N)O1 (stereo not drawn)
7. O=C(Cc1ccc(Cl)cc1)NCCN1CCN(C(=O)Cc2ccc(Cl)cc2)CC1
8. CCOC(=O)C(O)(c1ccc(N(CC)S(=O)(=O)c2ccc(C)cc2)cc1)C(F)(F)F (stereo not drawn)
Compound	1	2	3	4	5	6	7	8
Gli-Sufu block	2	6	3	11	1	0	2	-2
SENP8 inh	-19	0	-6	36	7	1	7	3
697 NFkB inh	-1	1	5	-168	10	1	-23	15
Apaf-1 inh	21	10	0	18	-10	0	-6	-3
CCR6 antag	18	8	0	22	8	-15	9	26
UBC13 inh	-12	-15	-11	-12	1	1	-4	2
Jurkat NFkB inh	-6	24	-7	-191	7	0	2	-12
EBI2 block	-11	8	4	6	-9	-3	-1	10

9. CN1[C@@H]2CC[C@H]1CC(OC1c3ccccc3CCc3ccccc31)C2 (stereo partly drawn)
10. Cc1ccc(N(C)C(=O)Oc2ccc(C(=O)c3ccc(Cl)cc3)cc2)cc1
11. Cc1ccc2c(c1)C(c1ccccc1)=NCC(=O)N2C
12. O=c1[nH]c(O)c(C=Nc2ccccc2Sc2ccccc2)c(=O)[nH]1
13. CN(C)C(=O)Oc1ccc2c(c1)O/C(=C\c1ccc(Cl)cc1)C2=O
14. CC1CN=C(Nc2ccc(F)cc2)S1 (stereo not drawn)
15. CC(=O)N1CC(=O)Nc2ccc(Br)cc2C1c1ccc(F)cc1 (stereo not drawn)
16. CC(=O)Nc1ccccc1OP1(=O)COc2ccccc2OC1
Compound	9	10	11	12	13	14	15	16
Gli-Sufu block	32	21	9	-15	-44	-9	0	0
SENP8 inh	2	-7	2	4	-3	-8	-3	-6
697 NFkB inh	-20	15	13	-10	-35	-10	-16	-12
Apaf-1 inh	23	17	-22	-8	26	6	8	-6
CCR6 antag	8	-2	17	7	5	4	0	37
UBC13 inh	58*	12	-2	-5	0	-12	-3	-8
Jurkat NFkB inh	-3	-6	4	1	-71	-13	-17	-10
EBI2 block	11	78*	-7	-1	-22	-4	-11	-2

17. CCN(CC)S(=O)(=O)c1cc(NC(=O)C(C)N2CC=C(c3ccccc3)CC2)ccc1C (stereo not drawn)
18. CC(=O)[C@@]1(O)CCC2C3CC=C4C[C@@H](O)CC[C@]4(C)C3CC[C@@]21C (stereo partly drawn)
19. COc1ccc(CNCCc2ccc3c(c2)OCO3)cc1Br
20. Cc1cc(OCC(=O)N2C[C@H]3C[C@@H](C2)c2cccc(=O)n2C3)c2c(C)cc(=O)oc2c1
21. Nc1ccccc1Cl
22. Cc1cc(OC(C)C(=O)NCc2ccncc2)c2c3c(c(=O)oc2c1)CCC3 (stereo not drawn)
23. O=c1[nH]c(=O)n(CCc2ccccc2)c(O)c1/C=N/N1CCOCC1
24. C/C(=N\NC(=O)c1ccncc1)c1c(O)[nH]c(=O)[nH]c1=O
Compound	17	18	19	20	21	22	23	24
Gli-Sufu block	44	-2	8	4	-12	0	6	-2
SENP8 inh	-6	-4	-22	-1	-6	-4	15	0
697 NFkB inh	-50	-1	-13	8	10	33	-2	13
Apaf-1 inh	31	-4	5	1	-5	-5	-24	-2
CCR6 antag	27	-7	-6	0	5	-1	-3	-10
UBC13 inh	2	-18	6	4	1	9	4	0
Jurkat NFkB inh	-5	-6	2	4	-4	6	-19	9
EBI2 block	26	8	-7	2	-4	0	6	/

25. CNS(=O)(=O)c1ccc(N=Cc2c(O)n(-c3cccc(C)c3)c(=O)[nH]c2=O)cc1
26. COc1ccccc1N1C(=O)NC(=O)/C(=C\c2cnn(-c3ccccc3)c2)C1=O
27. NC(=O)CN1C2CCC1CC(NC(=O)C1CC1)C2 (stereo not drawn)
28. Cc1cc(NC(=O)C(Cl)(Cl)Cl)no1
29. CS(=O)(=O)N1CCN(C(=N)N[N+](=O)[O-])CC1
30. C=CCn1c(O)c(C(C)=NCCO)c(=O)[nH]c1=O
31. C[C@]12CCC3[C@@H](CC[C@@H]4C[C@H](O)CC[C@]34C)[C@@H]1CCC2=O (stereo partly drawn)
32. C[C@]12CCC3C(CC[C@@H]4CC(=O)CC[C@]34C)C1CC[C@@H]2O (stereo partly drawn)
Compound	25	26	27	28	29	30	31	32
Gli-Sufu block	-1	12	-8	4	0	0	-17	6
SENP8 inh	3	-2	-4	-6	-4	-14	3	4
697 NFkB inh	0	-59	-8	9	23	13	-9	5
Apaf-1 inh	-9	3	-6	-7	1	-7	2	3
CCR6 antag	3	18	4	5	7	15	18	5
UBC13 inh	3	2	-2	1	-5	-4	3	8
Jurkat NFkB inh	-6	8	7	-6	13	-5	10	6
EBI2 block	-3	18	-13	5	-10	-1	-4	5

33. CCOCN(C(=O)CCl)c1c(C)cccc1CC
34. Cn1c(O)c(C=NCCN2CCN(C(=O)Nc3ccccc3)CC2)c(=O)n(C)c1=O
35. CCOP(=O)(C#CC(C)(C)C)C(C)(O)c1ccccc1 (stereo not drawn)
36. O=C(Nc1ccc(Cl)cc1C(=O)c1ccccc1Cl)c1ccco1
37. CCOC(=O)[C@@]12C(=O)C(=O)N[C@]1(c1ccccc1)C1OCCCC12 (stereo partly drawn)
38. Nc1ccc(Cl)cc1C(=O)c1ccccc1Cl
39. O=C(Nc1ccccc1F)OC1CN2CCC1CC2 (stereo not drawn)
40. CC/C(=N\NC(=O)c1ccccc1O)c1c(O)n(Cc2ccccc2)c(=O)[nH]c1=O
Compound	33	34	35	36	37	38	39	40
Gli-Sufu block	-1	-10	6	-5	-1	1	1	4
SENP8 inh	9	-6	-1	-4	-2	-2	-13	-6
697 NFkB inh	9	-6	17	-9	26	-1	10	-1
Apaf-1 inh	14	-3	-13	0	-1	3	-6	-8
CCR6 antag	13	2	14	12	3	17	3	17
UBC13 inh	-5	6	7	-12	4	6	5	-6
Jurkat NFkB inh	-2	4	5	6	-5	25	8	-9
EBI2 block	-4	0	-6	-14	-10	14	-1	5

41. COc1ccc(CCNC(=O)c2c(N)n(CCN3CCOCC3)c3nc4ccccc4nc23)cc1OC
42. Cc1cc(C=O)c(C)n1C1CCCCC1
43. CC(C)(Cl)[N+](=O)[O-]
44. COC(=O)N(c1ccc(OC)cc1)P1(=S)OCCC(C)O1 (stereo not drawn)
45. CN1/C(=C\C=C2C(=O)NC(=O)NC2=O)C(C)(C)c2ccccc21
46. Cn1cc(CCC(=O)N2CCC3(CC2)OCCO3)c2ccccc21
47. CCCN(CCC)C1CCc2cccc(O)c2C1 (stereo not drawn)
48. O=Cc1cn(Cc2cccc([N+](=O)[O-])c2)c2ccccc12
Compound	41	42	43	44	45	46	47	48
Gli-Sufu block	5	2	10	-21	3	4	4	-2
SENP8 inh	8	-3	7	-1	-5	2	3	-5
697 NFkB inh	-1	-14	27	2	-11	-6	11	-57
Apaf-1 inh	3	-2	-5	-7	14	-12	-7	0
CCR6 antag	9	5	-4	19	10	-5	-2	26
UBC13 inh	36	2	4	-3	-133	10	2	25
Jurkat NFkB inh	-7	6	3	27	-2	-4	-1	20
EBI2 block	10	-6	-7	-1	0	-7	-4	3

49. Cc1c(C=O)c2ccccc2n1Cc1cccc(F)c1
50. c1ccc(C(OCCN2CCNCC2)c2ccccc2)cc1
51. COc1ccc(-n2c(O)c(C(C)=NCc3ccc4c(c3)OCO4)c(=O)[nH]c2=O)cc1
52. O=C1NC(=O)N(c2ccc3c(c2)OCO3)C(=O)/C1=C/c1ccsc1
53. CC(C)CNP(=S)(c1ccccc1)C(C)(C)C (stereo not drawn)
54. CCCCNC(=O)Nc1ccc(C(O)(C(=O)OCC)C(F)(F)F)cc1 (stereo not drawn)
55. CCOP(=O)(OCC)C(NC(=O)c1ccc(Cl)cc1)=C(Cl)Cl
56. Cc1ccc(-n2c(O)c(C=NCCN3CCNCC3)c(=O)[nH]c2=S)cc1
Compound	49	50	51	52	53	54	55	56
Gli-Sufu block	1	5	-4	-5	6	-5	-4	8
SENP8 inh	-6	4	-5	-11	3	-9	2	5
697 NFkB inh	-6	11	5	11	18	0	-4	12
Apaf-1 inh	11	-15	-1	4	-5	-11	-6	3
CCR6 antag	-6	-13	12	-7	12	4	7	6
UBC13 inh	12	8	0	-7	1	0	-1	0
Jurkat NFkB inh	2	-14	6	-5	8	-17	17	3
EBI2 block	3	6	-9	-4	5	-1	-6	-8

57. CCOC(=O)CC1=C(C(=O)OCC)C2(C(=O)Nc3ccccc32)C(C#N)=C(N)O1 (stereo not drawn)
58. COC(C)(C)CCCC(C)C/C=C/C(C)=C/C(=O)OC(C)C (stereo not drawn)
59. CCN(CC)C(=O)c1ccc(NC(=O)c2c(C)noc2C)cc1
60. Cc1nccc2c1[nH]c1ccc(Br)cc12
61. COc1ccc(N2C(=O)/C(=C/C=C/c3ccccc3[N+](=O)[O-])C(=O)NC2=S)cc1
62. CCOc1ccc([N+](=O)[O-])cc1CNCCc1ccccc1
63. Clc1ccc(Cn2ccnc2)cn1
64. CCc1cc2c(s1)N(CC(=O)OC)C(=O)CN=C2c1ccccc1OC
65. Cc1cccc(OCC(=O)N2CCN(Cc3cccnc3)CC2)c1
66. O=C(CN1CC=C(c2ccccc2)CC1)Nc1c(Cl)cccc1Cl
Compound	57	58	59	60	61	62	63	64	65	66
Gli-Sufu block	1	5	-1	1	1	28	-21	-1	0	9
SENP8 inh	-2	-13	0	-9	-1	0	-4	-7	3	-2
697 NFkB inh	4	-4	-11	0	8	5	11	9	10	-11
Apaf-1 inh	-3	7	1	8	20	6	-2	10	-7	5
CCR6 antag	-13	33	3	-10	59*	14	0	8	1	12
UBC13 inh	7	5	-1	22	-11	2	1	-4	11	4
Jurkat NFkB inh	-8	-14	-5	0	18	-2	-2	5	-12	1
EBI2 block	-18	2	-11	-3	/	12	-1	-7	11	0
